# KCNH2 3.1 inh – KCNH2 3.1 (human) potassium channel inhibition | U2OS KCNH2 3.1, thallium flux FluxOr; active compounds read low | 340,000 tested, 0.95% active | activity change, % (tested at about 1.8 µM);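 active means maximum activity change below -70%; inconclusive means maximum activity change from -70% to -50%; inactive means maximum activity change above -50%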;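 further: thallium influx rate constant from kinetic fluorescence after stimulation buffer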
#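 U2OS cells transduced with KCNH2 3.1 mutant virus (1.77 x 10^8 /mL, 4 h), plated overnight at 37 C, loaded 45 min with FluxOr dye plus Red40 quencher. Thallium flux rate constant from kinetic reads after stimulation buffer, normalised to controls.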
# FBPA coupling cs – coupling enzyme interference in Giardia aldolase counter-screen | coupling enzyme system counterscreen, AmpLite Red fluorescence | activity change, negative = inhibition, % at 58.2 µM, hits read low | 290,000 tested, 0.67% active | AID 2472; in the data active means activity change below about -30%
#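 Compounds tested against the coupling enzymes alone at 57.5 uM final; readout was AmpLite Red fluorescence (525/598 nm) after 20 min at RT.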
# Eya2 phos inh – Eya2 (human) phosphatase inhibition. AID 488837. O00167. 330,000 tested, 0.006% active. recombinant Eya2, OMFP fluorescence dephosphorylation (OMFP is methylfluorescein phosphate). Potency, µM (doses to about 76.9 µM), for inactives: at the highest dose activity, negative = inhibition, actives largely listed as inhibitors; further: potency means the concentration at half of the fitted maximal effect
# Target sequence (O00167 whole entry, looked up): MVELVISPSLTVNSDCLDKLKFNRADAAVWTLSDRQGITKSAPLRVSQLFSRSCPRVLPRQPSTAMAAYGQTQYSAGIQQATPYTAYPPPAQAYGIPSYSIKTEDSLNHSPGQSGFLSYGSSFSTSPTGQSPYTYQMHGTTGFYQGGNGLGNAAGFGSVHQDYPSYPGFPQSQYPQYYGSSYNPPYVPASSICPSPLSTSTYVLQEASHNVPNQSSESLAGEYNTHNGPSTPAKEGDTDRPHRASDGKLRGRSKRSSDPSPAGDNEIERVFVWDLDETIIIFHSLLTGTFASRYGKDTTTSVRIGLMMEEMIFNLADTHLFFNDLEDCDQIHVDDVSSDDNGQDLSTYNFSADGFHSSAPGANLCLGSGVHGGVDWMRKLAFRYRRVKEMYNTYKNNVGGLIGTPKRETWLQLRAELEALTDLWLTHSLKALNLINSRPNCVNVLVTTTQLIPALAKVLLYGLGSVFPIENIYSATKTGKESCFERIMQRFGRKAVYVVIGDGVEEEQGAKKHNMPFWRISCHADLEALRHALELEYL
#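 Eya2 (0.2 uM) preincubated 10 min at ambient with compound, then OMFP substrate added at 50 uM; 10 min reaction in 50 mM HEPES pH 7.5, 50 mM NaCl, 5 uM MgCl2, 0.05% BSA, 1 mM DTT. Fluorescence read at Ex 485/Em 525 nm.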
# USP2a block – USP2a (human) protease inhibition. USP2 core, Ub-CHOP2 coupled fluorogenic reporter, 485/531. Potency, µM (doses to about 38.3 µM), for inactives: at the highest dose activity change, negative = inhibition, usual class: inhibitors. 330,000 tested, 0.01% active. AID 463254;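 further: potency means the concentration at half of the fitted maximal effect; plate controls were DMSO wells for no effect and full inhibition by NEM control for full effect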
#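 USP2 core (10nM final) preincubated 30min RT with compound in 20mM Tris-HCl pH 8.0, 2mM CaCl2, 2mM beta-mercaptoethanol, 0.05% CHAPS; 25nM Ub-CHOP2 plus 25nM reporter substrate added, fluorescence (Ex485/Em531) read after 60min.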
# uPA generation – blocks generation of uPA at the cell surface. cell surface uPA generation assay, qHTS. Potency, µM (titrated, usually from 38.3 µM), inactives show at the highest dose activity change, negative = inhibition, most hits filed as inhibitors. 330,000 tested, 0.31% active; active means well fitted inhibition curve with a large enough effect; inconclusive means small, poorly fitted or top-dose-only effect; inactive means no such curve, though single readings can be large or run the other way; tested in mouse RAW 264.7 cells; further: potency means the concentration at half of the fitted maximal effect; nearly all actives have a fitted effect of over 55% in size
# B2AR arrestin – recruits beta-arrestin to the human beta2-adrenergic receptor; beta-arrestin recruitment to beta2AR, cell-based reporter; Potency, µM (titrated, usually from 46.1 µM), for inactives: at the highest dose activation, actives largely listed as activators; P07550; AID 492947; 330,000 tested, 0.02% active;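 further: potency means the concentration at half of the fitted maximal effect; 0% = DMSO controls and full agonism = EC100 isoproterenol or metaproterenol; nearly all actives have a fitted effect of over 65% in size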
# Target sequence (P07550 whole entry, looked up): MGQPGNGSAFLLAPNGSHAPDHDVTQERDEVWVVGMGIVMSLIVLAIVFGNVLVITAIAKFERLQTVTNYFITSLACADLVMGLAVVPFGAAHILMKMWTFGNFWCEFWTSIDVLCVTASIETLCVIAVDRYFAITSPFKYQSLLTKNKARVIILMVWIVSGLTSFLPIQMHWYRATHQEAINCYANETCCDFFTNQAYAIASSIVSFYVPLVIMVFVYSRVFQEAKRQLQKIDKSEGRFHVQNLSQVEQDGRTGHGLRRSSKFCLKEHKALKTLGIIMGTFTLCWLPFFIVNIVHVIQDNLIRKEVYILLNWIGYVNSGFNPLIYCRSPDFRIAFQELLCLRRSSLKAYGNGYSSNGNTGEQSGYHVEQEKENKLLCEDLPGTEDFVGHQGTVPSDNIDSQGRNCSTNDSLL
# Giardia kill – kills Giardia lamblia; Giardia lamblia trophozoite viability; activity change, % at 7.66 µM, hits read low; 340,000 tested, 0.15% active; AID 540267; in the data active means activity change below about -80%; inconclusive means between about -30% and that limit;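 further: parasites exposed to compound for two days anaerobically before the ATP read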
#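 Giardia lamblia trophozoites (100 cells/well) were incubated with compounds for 48 h at 37 deg C under anaerobic conditions. Viability was read as ATP content by one-step luminescence after 15-30 min at room temperature.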
# KCNH2 WT inh – blocks the wildtype human KCNH2 potassium channel. Q12809. U2OS, BacMam KCNH2, thallium flux FluxOr; active compounds read low. activity change, % at 1.84 µM. 340,000 tested, 0.37% active. AID 720551;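 active means maximum activity change below -70%; inconclusive means maximum activity change between -70% and -50%; inactive means maximum activity change above -50%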
#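 U2OS cells were transduced with wild-type KCNH2 virus (2.03 x 10^8 / mL) for 4 h at room temperature, then cultured overnight at 37 C. Thallium flux was read with FluxOr dye. Rate constants were normalized to DMSO controls.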
# PKM2 act – PKM2 (human) enzyme activation | P14618 | Potency, µM (titrated, usually from 57.5 µM), for the others: top-dose activation, hits mostly activators | 260,000 tested, 0.34% active | purified PKM2, Kinase-Glo ATP luminescence, activation; response scale: 0% is enzyme alone, no compound; further: potency means the concentration at half of the fitted maximal effect; nearly all actives have a fitted effect of over 55% in size
#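 Kinase-Glo luminescence reports ATP generated from ADP (0.1 mM) and PEP (0.5 mM) by purified hPK-M2 after 1 h at room temperature, pH 7.2 imidazole buffer; intermediate enzyme activity allows detecting inhibitors and activators.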
# GALK inhibitor – blocks human galactokinase activity; P51570; Purified GALK, Kinase-Glo residual ATP luminescence; Potency, µM (titrated, usually from 57.5 µM), without a hit: top-dose activity change, negative = inhibition, hits mostly inhibitors; 270,000 tested, 0.007% active; AID 1868; further: potency means the concentration at half of the fitted maximal effect
#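 ATP-depletion format; final 35 uM ATP, 100 uM D-galactose, 5 nM enzyme; pH 8.0 HEPES/Mg2+ buffer; 60 min RT; luminescence read 10 min after detection reagent.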
# Chronic BCR inh – chronic active BCR signaling inhibition; ABC-DLBCL IkBa-CBG/CBR reporter, luminescence ratio, 4 h; Potency, µM (top dose mostly 46.1 µM), without a hit: top-dose ratio change, negative = lower green/red ratio, actives largely listed as inhibitors; 340,000 tested, 0.05% active; active means well fitted inhibition curve with a large enough effect in the signal ratio, with a control signal flat, not every such curve was filed as active; inconclusive means small, poorly fitted or top-dose-only effect, or effect the other way, or a change in a side signal; the % refers to the signal ratio;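 further: potency means the concentration at half of the fitted maximal effect; plate controls were basal doxycycline-induced cells for no effect and cells given 10 µM MG132 for full effect; MG132 reads +100%, hits lower the ratio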
#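 Compounds up to 46 uM were incubated four hours with TMD8 cells whose green CBG68 luciferase is fused to IkappaBalpha; red CBR luminescence normalised the signal, and concentration-effect curves were fitted to fusion, red and ratio data.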
# Starred values were filed as active, the others as inactive; ? = inconclusive; . = no result given; [ ] = remark or other dose. Unless noted, the call rests on the fitted dose curve; in most records, active means well fitted curve in the direction sought with a large enough effect; inconclusive means small, poorly fitted or top-dose-only effect, or another doubt; inactive means no such curve, though single readings can be large; an effect the other way counts as inactive or inconclusive. Unless noted, on the % scale 0 is the no-effect control and ±100 the full control effect. Hits appear at their usual frequency. Share with any hit: about 2.4%.
nr	SMILES	KCNH2 3.1 inh	FBPA coupling cs	Eya2 phos inh	USP2a block	uPA generation	B2AR arrestin	Giardia kill	KCNH2 WT inh	PKM2 act	GALK inhibitor	Chronic BCR inh
1	CC[C@@H]1C=C(C(=O)O)[C@H](c2cccc(C)c2)N1S(=O)(=O)c1ccc(C)cc1	3	.	-8%	0%	-1%	-0.4%	-15	5	.	.	5%
2	O=C(Nc1ccc(Cl)cn1)Nc1cccs1	-1	-1	0%	5%	-6%	0.3%	5	-10	6%	3%	?
3	O=C(CSc1nc(-c2ccc(F)cc2)cc(C(F)(F)F)n1)NCCN1CCOCC1	1	-1	6%	7%	-3%	-0.2%	4	9	1%	-4%	-4%
4	COc1cc2c(cc1OC)C(c1ccc([N+](=O)[O-])cc1)NCC2 (stereo not given)	-4	2	?	3%	-12%	-0.3%	42[activator]	11	0%	4%	-4%
5	O=C(C[C@H]1C[C@H](C(=O)N2CCOCC2)[C@@]2(CCC3CCCC3)c3[nH]c4cc(-c5ccco5)ccc4c3CCN2C1=O)NCCc1ccccn1	-6	.	-2%	-9%	?	-0.1%	22	-12	.	.	?
6	C=CCNC(=O)c1ccc(C2SCC(=O)N2Cc2ccccc2)cc1 (stereo not given)	6	2	-4%	-2%	2%	0.0%	-24	0	-2%	7%	-11%
7	CCC[N+](C)(C)C(C)C(OC(C)=O)c1ccccc1 (stereo not given)	-10	0	12%	10%	3%	-0.8%	-21	-1	7%	-4%	-1%
8	N=C1/C(=C/c2cccn2Cc2ccc(Cl)cc2)C(=O)N=C2SC=CN12	-2	-1	-16%	3%	-2%	-0.5%	4	3	0%	0%	10%
9	COc1ccc(S(=O)(=O)Nc2cccc3c2O[C@H](CN(C)Cc2ccncc2)[C@@H](C)CN([C@H](C)CO)C3=O)cc1	-11	.	-10%	9%	?	-1.3%	20	-5	.	.	0%
10	CCOc1ccc(/C=C2\NC(=S)NC2=O)cc1	-7	5	10%	1%	-10%	-0.3%	?	5	3%	0%	0%
11	CCOc1ccc(C(=O)NC(C(=O)NCc2ccccc2OC)C(C)C)cc1 (stereo not given)	-8	1	0%	-6%	1%	0.2%	2	2	-9%	8%	1%
12	CCN1N=C(c2cc(Cl)sc2Cl)CSC1=O	2	2	-5%	0%	-1%	-0.7%	4	-5	-1%	0%	-12%
13	O=C(N/N=C/c1ccccc1OC(=O)c1ccc2c(c1)OCO2)c1cccc(F)c1	0	-1	-12%	4%	-1%	?	9	13	2%	0%	?
14	O=C(O)c1ccc2c(c1)C(=O)N([C@@H](C(=O)O)C(c1ccccc1)c1ccccc1)C2=O	.	2	5%	3%	.	-0.5%	.	.	.	.	?
15	CCc1ccc(N(C(=O)c2ccoc2C)C(C(=O)NC2CCCC2)c2ccc(OC)cc2)cc1 (stereo not given)	-15	0	5%	2%	14%	0.0%	4	-16	0%	.	-3%
16	NC(=O)c1cccn1Cc1cccc(Cl)c1	-3	-4	31%	-4%	.	-0.3%	11	11	-12%	0%	?
17	CC(C)Cc1nnc(NC(=O)CCC(=O)N2CCN(S(=O)(=O)c3ccccc3)CC2)s1	7	6	-1%	3%	-4%	0.0%	-15	11	4%	-1%	2%
18	COc1ccc(CCNC(=O)COC(=O)/C=C/c2cc(OC)ccc2OC)cc1	7	.	-7%	6%	4%	-0.6%	7	-19	.	.	?
19	O=C(CCc1nnc(COc2ccccc2)o1)NCc1ccc(Cl)s1	-5	2	-4%	4%	3%	-0.8%	-3	7	-1%	-2%	-6%
20	FC(F)(F)c1ccc(N2CCN(c3ncnc4c3nnn4Cc3ccccc3Cl)CC2)cc1	0	5	-16%	3%	4%	-0.3%	8	3	6%	-2%	8%
21	O=[N+]([O-])c1cccnc1S(=O)(=O)c1ccccc1	-2	4	9%	6%	-19%	-0.1%	-1	-1	.	-7%	?
22	Cc1ccccc1Oc1nc(-c2ccccn2)nc2ccccc12	5	1	-19%	-5%	-1%	-0.1%	-29	7	-3%	.	-22%
23	CCN(C(=O)COC(=O)c1cc(Cl)ccc1OC)c1c(N)n(Cc2ccccc2)c(=O)[nH]c1=O	8	.	2%	0%	7%	0.2%	15	-17	.	.	?
24	CCOC(=O)C(NS(=O)(=O)c1ccc(Br)cc1)C(C)C (stereo not given)	-2	-2	-1%	8%	.	0.5%	1	9	0%	0%	9%
25	COc1ccc(CCNC(=O)C2CC(c3cc(C(F)(F)F)cc(C(F)(F)F)c3)=NO2)cc1 (stereo not given)	13	-14	3%	10%	14%	-0.3%	7	-15	-1%	-1%	-21%
26	Cc1cc(NC(=O)c2noc3c2CCCCC3)no1	4	2	19%	-1%	.	0.0%	0	-2	-4%	1%	13%
27	COC(=O)c1cccc(N(C(=O)c2cnccn2)C(C(=O)NC2CCCCC2)c2cn(C)nc2C)c1 (stereo not given)	-3	2	13%	3%	-6%	-0.9%	-4	12	-19%	-3%	5%
28	N#C/C(=N/O)c1nc(-c2ccc(F)cc2)cs1	14	8	1%	4%	-3%	-0.5%	0	5	2%	.	?
29	Cc1cccc(N/N=C(\C=N\N)C(=O)c2ccc(Br)cc2)c1	.	0	-1%	2%	.	0.0%	.	.	-6%	3%	24%
30	O=[N+]([O-])c1cccc(-n2nnnc2CNCc2ccccc2)c1	-1	-1	0%	1%	-9%	-1.1%	?	-19	-2%	1%	?
31	CCc1nnc(NC(=O)CCC(=O)N2CCN(Cc3ccc(Cl)cc3)CC2)s1	-13	7	23%	2%	-5%	-0.1%	2	0	4%	0%	-13%
32	COc1c(C)cc(C(=O)C2CCCN(C(=O)c3cccc(F)c3)C2)cc1C (stereo not given)	2	4	3%	-1%	3%	4.3%	-5	-3	0%	-3%	4%
33	CCOC(=O)c1c(NC(=O)CN(CC)CC)sc2c1CCN(C(=O)OCC)C2	-3	-4	-4%	1%	8%	-0.3%	12	-14	-1%	-2%	3%
34	N#Cc1nc(-c2ccccc2F)oc1NCc1ccccc1	-18	1	6%	-9%	-2%	-0.5%	8	1	6%	2%	17%
35	CCc1ccc(NCc2nc3ccccc3c(=O)[nH]2)cc1	0	2	9%	0%	-2%	0.3%	-4	-5	5%	-2%	-21%
36	COc1ccc(S(=O)(=O)NCC2CCCN(Cc3cccnc3)C2)cc1 (stereo not given)	14	0	-2%	-1%	?	-0.4%	18	-1	-17%	6%	18%
37	CCCCOc1ccc(S(=O)(=O)N2CCN(c3ccc(N4CCN(CC)CC4)nn3)CC2)cc1	0	.	10%	1%	3%	0.0%	-5	3	.	.	?
38	Cc1cccc(-n2ncc3c2CCCC3NC(=O)CCN2Cc3ccccc3C2=O)c1C (stereo not given)	9	0	2%	0%	-19%	2.3%	1	-4	16%	-7%	-2%
39	COc1ccc(C2(CCN=Cc3ccc(N(C)C)cc3)CCOC(C)(C)C2)cc1 (stereo not given)	16	-9	-12%	-3%	-1%	-1.0%	-13	-1	-6%	-2%	-1%
40	COc1ccc(C2C(C(C)=O)=C(O)C(=O)N2CCCn2ccnc2)cc1 (stereo not given)	-3	.	5%	-2%	12%	-0.1%	13	-14	-1%	0%	-15%
41	O=C(Cc1cccs1)Nc1nc(-c2ccc(F)cc2F)cs1	-16	-4	5%	-9%	.	0.0%	10	-19	-1%	1%	?
42	COc1ccc(C(=O)Nc2nc(C)c(C(C)=O)s2)cc1S(=O)(=O)N1CCOCC1	15	.	-3%	0%	-11%	0.1%	2	3	.	.	-4%
43	O=C(c1nn(Cc2ccccc2)c(=O)c2ccccc12)N1CCN(c2ccccn2)CC1	-15	-2	-7%	0%	0%	0.0%	11	7	-3%	0%	5%
44	CC1CCc2[nH]c3ccc(C(=O)NCC4CCCO4)cc3c2C1 (stereo not given)	-14	.	-15%	0%	-9%	0.4%	-2	-4	.	.	?
45	Cc1ccc(NC(=O)CSc2nnc(-c3ccco3)n2N)cc1F	18	0	-1%	1%	2%	0.3%	-12	6	-1%	8%	-6%
46	CC1CCCC(NC(=O)COC(=O)Cc2cn3ccsc3n2)C1C (stereo not given)	-7	3	16%	0%	9%	0.6%	-9	5	1%	3%	-2%
47	COc1ccccc1NC(=S)N1CCNC(=O)C1CC(=O)Nc1cccc(C)c1 (stereo not given)	-5	-4	-30%	3%	-2%	0.1%	-10	0	-7%	0%	-10%
48	Cc1ccc(-c2cc(-c3ccccc3)nc(Cl)n2)cc1	-11	2	27%	-1%	-2%	0.0%	9	-13	1%	-1%	3%
49	CN(Cc1cn(C)c2ccccc12)C(=S)Nc1cc(F)cc(F)c1	-1	0	-3%	0%	-6%	-0.8%	4	-8	1%	0%	1%
